Screens as filed in PubChem.
Avidin fluor: compound fluoresces at 488/530 nm on avidin beads; AID 1775; compound fluorescence 488/530 nm, flow cytometry; active compounds read high; 0.38% of 220,000 active; fluorescence (KMESF) at 10 µM; in the data active = fluorescence above about 47; also: inactives centre near 10
Mcl1 Noxa PPI: disrupts binding of human Mcl-1 to Noxa peptide | Q07820 | TR-FRET Mcl-1/Noxa peptide binding, 2 h | inhibition, % at 21.7 µM | 1.5% of 220,000 active | AID 1022;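 active = compounds that cut the protein-peptide binding signal by more than 50% relative to plate controls in a single-dose test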;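 also: His-tagged Mcl-1 with rhodamine Noxa BH3 peptide and terbium anti-His antibody; 0% = Mcl-1 plus Noxa peptide wells and 100% = peptide-only wells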
Target sequence (Q07820 whole entry, looked up): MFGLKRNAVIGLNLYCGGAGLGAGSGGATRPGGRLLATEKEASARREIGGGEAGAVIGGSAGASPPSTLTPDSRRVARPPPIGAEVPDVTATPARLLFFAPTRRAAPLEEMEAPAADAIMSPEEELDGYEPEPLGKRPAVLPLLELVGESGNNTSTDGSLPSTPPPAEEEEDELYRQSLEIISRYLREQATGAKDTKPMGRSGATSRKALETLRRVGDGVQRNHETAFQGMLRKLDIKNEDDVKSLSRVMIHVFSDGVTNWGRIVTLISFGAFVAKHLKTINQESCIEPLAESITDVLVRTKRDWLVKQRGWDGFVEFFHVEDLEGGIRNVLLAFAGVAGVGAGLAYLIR
* = called active by the depositor. Not all compounds are listed; rates above refer to the full screens.

1) CCC1=C(OC(=O)N(CC)CC)N2C(=O)OC(=NCC3CC3)[C@]2(C)[C@H]2C1=CC[C@H]1C(=O)N(CC(=O)OC)C(=O)[C@H]12
2) COC(=O)c1cccc(C23CC4(C2)[C@H](CN(Cc2ccc(-c5ccccc5)cc2)[C@@H]4c2ccccc2)C3c2ccc(Cl)nc2)c1 (some centres undefined)
3) CCOc1nsc(OCC)n1
4) Cc1ccc(NC(=O)c2nc[nH]c2C(=O)N2CCN(c3ccccc3)CC2)cc1
5) Cc1coc2c1C(=O)C(=O)c1c-2ccc2c(C)cccc12
6) COC(=O)CCCC1=CC2=CC(=O)C(C)(OC(=O)c3cccs3)C(=O)C2=CN1CCc1c[nH]c2ccccc12 (centres undefined)
7) Cc1ccc(S(=O)(=O)N2C(=O)/C(=C3\SC(=S)NC3=O)c3ccccc32)cc1
8) C#CCOCCOCCOCCNc1nc(N2CCN(C(=O)[C@H](Cc3cc4ccccc4[nH]3)n3cc([C@@H](N)Cc4ccc(O)cc4)nn3)CC2)nc(N2CCN(C(=O)[C@H](Cc3cc4ccccc4[nH]3)n3cc([C@@H](N)CC(C)C)nn3)CC2)n1

Compound | 1 | 2 | 3 | 4 | 5 | 6 | 7 | 8
Avidin fluor | 9 | 8 | 2 | 9 | 8 | 14 | 8 | 10
Mcl1 Noxa PPI | -15 | 11 | 59* | -20 | 29 | 12 | 70* | 36

9) O=C(Nc1ccccc1F)Oc1cccc(OC(=O)Nc2ccccc2F)c1
10) Cc1nc(NCc2ccccc2)c2cc[nH]c2n1
11) FC(F)(F)c1cccc(-c2nc3nc(Cl)c(Cl)nc3[nH]2)c1
12) CCN(CC)C(=O)CC(c1cc(OC)c(OC)c(OC)c1)c1c(OC)cc(OC)c2c(-c3ccccc3)cc(=O)oc12 (centres undefined)
13) Nc1nc2nn(-c3ccccc3)nc2c(=O)[nH]1
14) Cc1nnsc1C(=O)NCc1c(F)cccc1Cl
15) Cc1nnc(Sc2nc3c(c(=O)[nH]c(=O)n3C)n2CCc2ccccc2)s1
16) CCCCCC(=O)N1CC2(CC(c3cccc(NC(=O)CC(c4ccccc4)c4ccccc4)c3)=NO2)C[C@@H]1C(N)=O (some centres undefined)

Compound | 9 | 10 | 11 | 12 | 13 | 14 | 15 | 16
Avidin fluor | 6 | 9 | 9 | 9 | 7 | 6 | 8 | 9
Mcl1 Noxa PPI | 6 | -24 | -2 | 96* | -13 | -13 | -4 | 2

17) COc1cc(OC)c2c(=O)cc(-c3cccnc3)oc2c1
18) Cc1ccc(C(C)C)cc1NC(=O)Nc1ccc([N+](=O)[O-])cc1
19) CC(=O)c1ccc(-c2ccc([C@H]3[C@H]4C=CC[C@@H](C)[C@@H]4C(=O)N3Cc3ccccc3)c(F)c2)cc1
20) O=C1NC[C@H](c2ccccc2)N(CC2CCCCC2)C1=O
21) Cn1c(=O)c2c(-c3ccc(OC(F)F)cc3)cc(-c3ccccc3)nc2n(C)c1=O
22) O=c1[nH][nH]c2c(N=Cc3ccccc3O)ccc(F)c12
23) CCN1CCN(Cc2ccc(NC(=O)c3ccc(C)c(NC(=O)C[C@@H]4NC(=O)[C@H](Cc5ccccc5)NC4=O)c3)cc2C(F)(F)F)CC1
24) C=CC(C)(C)c1[nH]cnc1/C=C1\NC(=O)C(C(C)C)NC1=O (centres undefined)

Compound | 17 | 18 | 19 | 20 | 21 | 22 | 23 | 24
Avidin fluor | 9 | 10 | 8 | 29 | 8 | 8 | 11 | 6
Mcl1 Noxa PPI | -10 | 18 | -13 | 4 | 34 | 95* | 2 | -10

25) C/C=C\C=C/C(=O)Nc1cccc(C2=NOC3(C2)C[C@@H](C(N)=O)N(C(=O)/C=C/CC)C3)c1 (some centres undefined)
26) C/C=C/C=C/[C@H]1Cc2cc(O)cc(O)c2O1
27) COc1cc(O)c(C(CCN2CCCC(C)C2)c2ccc(N(C)C)cc2)c(OC)c1 (centres undefined)
28) COc1cc(CCCN2C(=O)C(=O)NC[C@@H]2CCCCN)cc(OC)c1OC
29) N#CC1=C(Nc2ccccc2Cl)SC(c2ccccc2O)NC1=O (centres undefined)
30) CCOC(=O)c1cc(C)[nH]c(=O)c1C#N
31) N#C/C(=C/c1ccc(Br)o1)C(N)=S
32) Clc1nc2nc3n(c2nc1Cl)CCC3

Compound | 25 | 26 | 27 | 28 | 29 | 30 | 31 | 32
Avidin fluor | 10 | 8 | 13 | 7 | 8 | 4 | 6 | 6
Mcl1 Noxa PPI | 34 | 56* | -10 | 17 | 7 | -3 | 13 | 20

33) CC(=O)Cc1cc(=O)c2c(C)cc(O)c(C3OC(CO)C(O)C(O)C3O)c2o1 (centres undefined)
34) CC(=O)Nc1cc(NC(C)=O)ncn1
35) CCCCCC/C=C/c1ccc([C@H]2[C@H]3C=CC[C@@H](C)[C@@H]3C(=O)N2Cc2ccccc2)c(F)c1
36) C=CC(=O)N1C/C=C\C(c2ccc(OC)cc2)N(Cc2ccc(F)cc2)C(=O)C1 (centres undefined)
37) COCCNC(=O)c1onc(CSc2ccc(F)cc2)c1C(=O)NCCOC
38) Cc1cc2cc(CNC(=O)c3ccc(Br)o3)ccc2n1C
39) COC(C[C@H](O)CC(=O)[C@H](C)OCc1ccccc1)OC
40) O=C(O)c1ccc2c(c1Sc1ccccc1)C(=O)c1ccccc1C2=O

Compound | 33 | 34 | 35 | 36 | 37 | 38 | 39 | 40
Avidin fluor | 9 | 6 | 9 | 9 | 9 | 10 | 12 | 6
Mcl1 Noxa PPI | 20 | -16 | -18 | 11 | -10 | 59* | -21 | 6

41) Cn1nc(NC(=O)C(F)(F)F)c2ncc(-c3ccc(Cl)cc3)nc21
42) CC(=O)O[C@H]1C(=O)[C@@]2(C)[C@H]([C@H](OC(=O)c3ccccc3)[C@]3(O)C[C@H](OC(=O)[C@H](O)C(NC(=O)c4ccccc4)c4ccccc4)C(C)=C1C3(C)C)[C@]1(OC(C)=O)CO[C@@H]1C[C@@H]2O (some centres undefined)
43) CC1(C)C=Cc2cc3ccc(=O)oc3cc2O1
44) COCCN1C(=O)N[C@@H](CCc2ccccc2)[C@H](C(C)=O)[C@H]1C
45) N#Cc1ccc(C23CC4(C2)[C@H](CN(P(=O)(c2ccccc2)c2ccccc2)[C@@H]4c2ccccc2)C3c2ccc(Cl)nc2)cc1 (some centres undefined)
46) Cc1cc(C)nc(-n2nc(C)cc2NC(=O)c2ccc(S(=O)(=O)N3CCOCC3)cc2)n1
47) COc1cc(OC)c2c(-c3ccccc3)cc(=O)oc2c1C(CC(=O)N1CCN(c2ccccc2)CC1)c1ccc2c(c1)OCO2 (centres undefined)
48) Cc1cc2cc3c(=O)[nH]c(=O)[nH]c3nc2cc1C

Compound | 41 | 42 | 43 | 44 | 45 | 46 | 47 | 48
Avidin fluor | 13 | 7 | 13 | 13 | 11 | 6 | 7 | 4
Mcl1 Noxa PPI | 7 | 23 | 22 | 3 | -5 | -3 | 35 | 3

49) CC(C)NCC(O)COc1cccc2ccccc12 (centres undefined)
50) Cc1cc(C)cc(C(=O)NC(CC(N)=O)c2ccc(NC3CCCCCC3)c([N+](=O)[O-])c2)c1 (centres undefined)
51) COc1ccc2c(c1)CC1c3c(cc4c(c3-2)OCO4)CC[N+]1(C)[O-] (centres undefined)
52) CC(C)=CCC/C(C)=C/CC/C(C)=C/CC/C(C)=C/CC1=C(C)C(=O)c2ccccc2C1=O
53) Nc1ccc(NC(=O)Nc2ccc(N)cc2)cc1
54) O=C(/C=C/c1ccncc1)c1cc(Cl)ccc1O
55) Cc1cccc2cc3cccc(C)c3nc12
56) CN(C)S(=O)(=O)c1cccc(NC(=S)Nc2cccc3cnccc23)c1

Compound | 49 | 50 | 51 | 52 | 53 | 54 | 55 | 56
Avidin fluor | 9 | 8 | 11 | 7 | 5 | 4 | 6 | 10
Mcl1 Noxa PPI | -2 | -8 | 22 | 17 | -2 | 14 | 12 | 13

57) CCCCCC(=O)Nc1cccc(C2=NOC3(C2)C[C@H](C(N)=O)N(C(=O)c2ccccc2)C3)c1 (some centres undefined)
58) Cc1c(O)cc2c(c1O)C(=O)CC(c1ccccc1)O2 (centres undefined)
59) O=C(O)CCN1c2ccccc2Sc2ccccc21
60) COc1cc(NCc2ccccc2O)c2ncccc2c1
61) NC(=O)CC(NC(=O)Cc1ccc(Br)cc1)c1ccc(NCCc2cccc(F)c2)c([N+](=O)[O-])c1 (centres undefined)
62) COc1ccccc1CNC(=O)C1CC(c2ccccc2C(F)(F)F)=NO1 (centres undefined)
63) Cc1nc(C(=O)N2CCOCC2)sc1C1(C)CC(c2ccccc2)=NO1 (centres undefined)
64) CCOC(=O)N1CN(C(=O)OCC)CN(C(=O)OCC)C1

Compound | 57 | 58 | 59 | 60 | 61 | 62 | 63 | 64
Avidin fluor | 7 | 7 | 7 | 9 | 6 | 14 | 15 | -2
Mcl1 Noxa PPI | 4 | 11 | 37 | -4 | -60 | 8 | -7 | 0

65) O=C(NC(=S)Nc1cccc(F)c1)c1cccc([N+](=O)[O-])c1
66) CCN(CC)CCCN1C=C2C(=O)C(C)(OC(=O)CCc3ccccc3)C(=O)C=C2C=C1c1ccc(C#N)cc1 (centres undefined)
67) Cc1ccc(-n2c(C)cc(/C=C3/SC(=O)N(CC(=O)N4CCOCC4)C3=O)c2C)nc1
68) O=C(NCc1ccccc1C(F)(F)F)C1CC(c2ccccc2C(F)(F)F)=NO1 (centres undefined)
69) COc1ccc(C2/C=C\CN(C(=O)C3CCCCC3)CC(=O)N2Cc2ccc(F)cc2)cc1 (centres undefined)
70) CCN(CC)Cc1cc2[nH]c3c4ccc(Cl)cc4ncc3c2cc1OC
71) CCN1Cc2c(/C=C/c3ccccc3)nc3ccc(OC)cc3c2N(c2cccc(Cl)c2)C1
72) O=[N+]([O-])c1ccc(OCc2cn([C@@H](CO)c3ccccc3)nn2)c(Br)c1

Compound | 65 | 66 | 67 | 68 | 69 | 70 | 71 | 72
Avidin fluor | 8 | 10 | 5 | 8 | 8 | 9 | 7 | 8
Mcl1 Noxa PPI | -2 | 47 | -5 | 8 | 17 | 63* | -8 | 24

73) COc1cc(O)c(C(CC(=O)N2CCCCC2)c2ccc(N(C)C)cc2)c(OC)c1 (centres undefined)
74) C=C(C)C(=O)Nc1cccc(C2=NOC3(C2)C[C@H](C(N)=O)N(C(=O)/C=C/C)C3)c1 (some centres undefined)
75) Cc1ccc(C(=O)N2CCC3(CC2)Oc2ccc(Cl)cc2C(=O)C32CC(c3ccc(Cl)cc3)=NO2)s1 (centres undefined)
76) COc1ccc(C[C@H]2CN3C(=NC[C@@H]3Cc3ccc(O)cc3)N2C[C@H](C)NC(=O)c2ccc(C)c(Br)c2)cc1
77) NS(=O)(=O)c1ccc(NC2(C(=O)O)CCCC2)cc1
78) COC(=O)CC1C(=O)NC(C)=C1C(=O)OC (centres undefined)
79) CN1C[C@@H]2C(c3ccc(Cl)nc3)C3(c4ccc(C#N)cc4)CC2(C3)[C@H]1c1ccccc1 (some centres undefined)

Compound | 73 | 74 | 75 | 76 | 77 | 78 | 79
Avidin fluor | 9 | 9 | 9 | 7 | 5 | 9 | 8
Mcl1 Noxa PPI | -11 | 76* | 9 | 5 | 2 | 0 | 10
